BoNT-A LC inh2 = BoNT A light chain protease inhibition. multiplex microsphere protease substrate cleavage, flow cytometry. inhibition, % at 10 µM. 360,000 tested, 0.17% active; further: plate controls were buffer without enzyme for full effect and enzyme alone for no effect
Yp Topo-I inh = Y. pestis Topo-I inhibition via cleavage products; Y. pestis Topo-I cleavage product accumulation, plate reader; activity, % at 10 µM; 360,000 tested, 0.064% active; in the data active means activity above about 50%, passing the limit was not always enough; further: inactives centre near 2
TcdB GH inh = inhibitors of Clostridioides difficile toxin B glycohydrolase; TcdB glycohydrolase enzymatic assay, plate reader; inhibition, % at 9.99 µM; 350,000 tested, 0.24% active; P18177; in the data active means inhibition above about 10%
3CLpro inhibitor = SARS-CoV 3CLpro protease inhibition | inhibition, % at 6 µM | 290,000 tested, 0.14% active | recombinant SARS-CoV 3CLpro, quenched FRET peptide cleavage | AID 1706 | P0C6X7; in the data active means inhibition above about 12%
SSB-PriA inh = blocks PriA binding to SSB C-terminal tail. AlphaScreen SSBct-PriA binding, biotinylated peptide. inhibition, % at 33 µM. 430,000 tested, 0.6% active. AID 1272365; in the data active means inhibition mostly above about 37%, no sharp cut-off; inactive means mostly below about 20%;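 further: plate controls were negative control peptide for no effect and reference peptide for full effect; strong numbers were not always called active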
PfHsp40 yeast = rescue of PfHsp40-mediated yeast toxicity; 340,000 tested, 0.68% active; S. cerevisiae expressing PfHsp40, growth rescue, ATP luminescence; growth rescue, % at 12.5 µM; AID 504582; in the data active means growth rescue above about 28%, passing the limit was not always enough;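 further: yeast W303a lacking pdr1 and pdr3 grown in galactose medium; growth measured after three days at 30 °C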
CCHF vOTU inh = blocks the CCHF virus ovarian tumor domain protease; CCHFV vOTU protease, Pep-AMC fluorescence; inhibition, % at 11.5 µM; 370,000 tested, 0.55% active; in the data active means inhibition above about 30%; further: 0% = vehicle wells with enzyme and 100% = no enzyme wells
DUSP3 inh = blocks human VHR1 dual specificity phosphatase; P51452; recombinant VHR phosphatase, pNPP absorbance; inhibition, % at 13.3 µM; 290,000 tested, 0.52% active; in the data active means inhibition above about 50%; further: some compounds called inactive have numbers as strong as hits
Anthrax LF prot = blocks Bacillus anthracis lethal factor protease. P15917. multiplex microsphere protease cleavage assay, LF. inhibition, % at 10 µM. 360,000 tested, 0.12% active. AID 588501; further: plate controls were buffer without enzyme for full effect and enzyme alone for no effect
BH1578 lux ind = induces V. cholerae light production without autoinducers. V. cholerae BH1578 lux reporter, luminescence, 6 h. activation, % at 18.7 µM. 350,000 tested, 0.16% active. AID 588436; in the data active means activation mostly above about 9.7%, no sharp cut-off; further: not every result past the cut was called active; inactives centre near 0; reference of the scale not given here
* marks the source's active call; other numbers are inactive results. Unless noted, no stated cut-off is given here; in the data, active means inhibition above about 30%; inconclusive means no clear call, values can overlap the other calls; inactive means below that.

CCOc1ccc(C(=O)NCC(=O)N2CCN(C/C=C/c3ccccc3)CC2)cc1OCC was read as BoNT-A LC inh2 1.4, Yp Topo-I inh 18, TcdB GH inh 1.1, SSB-PriA inh 0, PfHsp40 yeast -0.9, CCHF vOTU inh 0, Anthrax LF prot -2 and BH1578 lux ind inactive.
Screening Cc1cccc(COc2ccc(/C(O)=C3\C(=O)C(=O)N(CCN(C)C)C3c3ccncc3)cc2)c1 (stereo unspecified) returned BoNT-A LC inh2 -0.9, Yp Topo-I inh -1, 3CLpro inhibitor 3, PfHsp40 yeast 0.7, DUSP3 inh 28, Anthrax LF prot -1 and BH1578 lux ind inactive.
`COC(=O)C1=C(c2ccc(OCc3ccccc3)cc2)C[C@@H]2CC[C@H]1N2C(=O)NCc1ccc2c(c1)OCO2` gave BoNT-A LC inh2 0.1, Yp Topo-I inh 38, TcdB GH inh -0.6, CCHF vOTU inh 3, Anthrax LF prot -5 and BH1578 lux ind 0.0.
`COc1cc(C(=O)OCC(=O)c2cc(C)n(CC3CCCO3)c2C)ccc1OCC(=O)N1CCOCC1` (stereo unspecified) gave BoNT-A LC inh2 -0.4, Yp Topo-I inh 40, TcdB GH inh 1.3, SSB-PriA inh 4, PfHsp40 yeast 1.3, CCHF vOTU inh 9, Anthrax LF prot -3 and BH1578 lux ind -2.0.
Cc1cc(Br)ccc1NC(=O)CN(C)C(=O)CN1C(=O)NC2(CCCC2)C1=O was read as BoNT-A LC inh2 1.3, Yp Topo-I inh -11, TcdB GH inh 3.2, SSB-PriA inh -13, PfHsp40 yeast 0.6, CCHF vOTU inh -3, Anthrax LF prot 1 and BH1578 lux ind 0.0.
`O=C(NCc1ccco1)C(c1ccncc1)N(CCC1=CCCCC1)C(=O)Cn1nnc2ccccc21` (stereo unspecified) gave BoNT-A LC inh2 -0.1, Yp Topo-I inh 28, 3CLpro inhibitor 11, SSB-PriA inh -11, PfHsp40 yeast -0.2, CCHF vOTU inh 2, DUSP3 inh -2, Anthrax LF prot -3 and BH1578 lux ind -1.0.
For Cc1ccc(NC(=O)COC(=O)CCc2ccc(S(=O)(=O)N3CCOCC3)cc2)cc1C the results were BoNT-A LC inh2 0.1, Yp Topo-I inh 11, TcdB GH inh 0.2, 3CLpro inhibitor 0, SSB-PriA inh -21, PfHsp40 yeast -0.3, CCHF vOTU inh 10, DUSP3 inh -9, Anthrax LF prot -2 and BH1578 lux ind -0.1.
For COC(=O)c1[nH]c2cccc(OC)c2c1NC(=O)C(C)N1CCC(C)CC1 (stereo unspecified) the results were 3CLpro inhibitor 1, SSB-PriA inh -8, CCHF vOTU inh -11 and DUSP3 inh 12.
For COC(=O)CN(c1nc(C)c(Cl)c(OC)n1)S(=O)(=O)c1ccc(C)cc1 the results were BoNT-A LC inh2 -0.3, Yp Topo-I inh -4, 3CLpro inhibitor 4, SSB-PriA inh -4, PfHsp40 yeast 0.1, CCHF vOTU inh 11, DUSP3 inh -4, Anthrax LF prot -2 and BH1578 lux ind inactive.
CCOC(=O)C1=C(c2ccccc2)N=C2SCC(=O)N2C1c1ccc2c(c1)OCO2 (stereo unspecified) was read as BoNT-A LC inh2 0.3, Yp Topo-I inh 25, 3CLpro inhibitor 0, SSB-PriA inh -2, PfHsp40 yeast 1.6, CCHF vOTU inh -2, DUSP3 inh 5, Anthrax LF prot 0 and BH1578 lux ind -1.4.
`Cn1c(O)c(/C=N/NC(=O)c2ccncc2)c(=O)[nH]c1=S` gave BoNT-A LC inh2 -0.1, Yp Topo-I inh 0, TcdB GH inh -34, 3CLpro inhibitor 4, CCHF vOTU inh -6, DUSP3 inh 14, Anthrax LF prot 2 and BH1578 lux ind inactive.
For COc1cc(NC(=O)Cc2cccc3ccccc23)c(C(=O)O)cc1OC the results were BoNT-A LC inh2 -1.9, Yp Topo-I inh 1, TcdB GH inh -2.8, 3CLpro inhibitor 6, SSB-PriA inh -18, PfHsp40 yeast -1.1, CCHF vOTU inh -11, DUSP3 inh 27, Anthrax LF prot 4 and BH1578 lux ind -0.4.

The list goes on; the last 2 above are carried over.
`Cn1c(O)c(/C=N/NC(=O)c2ccncc2)c(=O)[nH]c1=S` gave BoNT-A LC inh2 -0.1, Yp Topo-I inh 0, TcdB GH inh -34, 3CLpro inhibitor 4, CCHF vOTU inh -6, DUSP3 inh 14, Anthrax LF prot 2 and BH1578 lux ind inactive.
For COc1cc(NC(=O)Cc2cccc3ccccc23)c(C(=O)O)cc1OC the results were BoNT-A LC inh2 -1.9, Yp Topo-I inh 1, TcdB GH inh -2.8, 3CLpro inhibitor 6, SSB-PriA inh -18, PfHsp40 yeast -1.1, CCHF vOTU inh -11, DUSP3 inh 27, Anthrax LF prot 4 and BH1578 lux ind -0.4.
CCOC(=O)c1[nH]c(C)c(C(=O)NCCc2ccc(OC)cc2)c1C was read as BoNT-A LC inh2 -0.1, Yp Topo-I inh -4, TcdB GH inh -0.3, 3CLpro inhibitor 4, SSB-PriA inh 6, PfHsp40 yeast 0.3, CCHF vOTU inh -5, DUSP3 inh 2, Anthrax LF prot -12 and BH1578 lux ind -0.2.
Cc1nnc(SCC(=O)Nc2ccc(F)cc2)n(N)c1=O was read as BoNT-A LC inh2 0.3, Yp Topo-I inh 0, TcdB GH inh 0.2, 3CLpro inhibitor 0, SSB-PriA inh -2, PfHsp40 yeast -0.4, CCHF vOTU inh 6, DUSP3 inh 11, Anthrax LF prot -2 and BH1578 lux ind inactive.
Screening CCCCC(=O)Nc1ccc(C(=O)c2ccccc2)cc1 returned BoNT-A LC inh2 1.7, Yp Topo-I inh 14, TcdB GH inh 1.3, 3CLpro inhibitor 2, SSB-PriA inh -26, PfHsp40 yeast 1.2, CCHF vOTU inh 3, DUSP3 inh 33, Anthrax LF prot -3 and BH1578 lux ind inactive.
CCOC(=O)c1ccccc1NC(=O)c1ccccc1N(C)S(C)(=O)=O was read as BoNT-A LC inh2 0.5, Yp Topo-I inh 2, 3CLpro inhibitor 3, SSB-PriA inh -20, PfHsp40 yeast 1.1, CCHF vOTU inh -3, DUSP3 inh -28, Anthrax LF prot -2 and BH1578 lux ind inactive.
For NC(=O)N1CCc2ccccc21 the results were BoNT-A LC inh2 1.2, Yp Topo-I inh -1, TcdB GH inh 0.2, 3CLpro inhibitor 4, SSB-PriA inh -5, PfHsp40 yeast 0.9, CCHF vOTU inh -10, DUSP3 inh 31, Anthrax LF prot 7 and BH1578 lux ind -0.4.
Screening Clc1ccc(CSCCc2ccncc2)cc1 returned BoNT-A LC inh2 0.5, Yp Topo-I inh 28, 3CLpro inhibitor 0, SSB-PriA inh -13, PfHsp40 yeast 1.1, CCHF vOTU inh -2, DUSP3 inh -6, Anthrax LF prot -1 and BH1578 lux ind inactive.
For Cc1ccc(SCC(=O)c2ccc[nH]2)cc1 the results were BoNT-A LC inh2 0.2, Yp Topo-I inh 9, TcdB GH inh 0.4, 3CLpro inhibitor -2, SSB-PriA inh 8, PfHsp40 yeast -0.2, CCHF vOTU inh -8, DUSP3 inh 14, Anthrax LF prot -1 and BH1578 lux ind inactive.
CC1CC1C(=O)Nc1cc(S(=O)(=O)N2CCOCC2)ccc1N1CCCC1 (stereo unspecified) was read as BoNT-A LC inh2 -0.6, Yp Topo-I inh -1, TcdB GH inh 0.8, 3CLpro inhibitor -3, SSB-PriA inh 7, PfHsp40 yeast -0.6, CCHF vOTU inh 3, DUSP3 inh 14, Anthrax LF prot -2 and BH1578 lux ind -0.3.
CCOC(=O)c1cc(-c2nnc(-c3ccc(Oc4ccccc4)cc3)o2)c(C)nc1C was read as BoNT-A LC inh2 -0.9, Yp Topo-I inh -4, TcdB GH inh 0.8, 3CLpro inhibitor 4, SSB-PriA inh 0, PfHsp40 yeast 0.3, CCHF vOTU inh -1, DUSP3 inh 21, Anthrax LF prot 0 and BH1578 lux ind -0.2.
`N#Cc1ccc(C(=O)Nc2ccc3ccccc3c2)cc1` gave BoNT-A LC inh2 -0.8, Yp Topo-I inh -2, TcdB GH inh 0.0, 3CLpro inhibitor -3, SSB-PriA inh -3, PfHsp40 yeast 0.5, CCHF vOTU inh 12, DUSP3 inh 2, Anthrax LF prot 0 and BH1578 lux ind -0.5.
`CCn1c(-c2c(Cl)c(C)nn2C)n[nH]c1=S` gave BoNT-A LC inh2 -0.8, Yp Topo-I inh 6, 3CLpro inhibitor 3, SSB-PriA inh -1, PfHsp40 yeast -0.9, CCHF vOTU inh 11, DUSP3 inh -11, Anthrax LF prot -2 and BH1578 lux ind 3.1.
`CN(Cc1ccccc1)C(=O)[C@@H]1CCCN1C(=O)[C@@H]1CCCN1C(=O)c1c(F)cccc1F` gave BoNT-A LC inh2 0.2, TcdB GH inh 0.4, CCHF vOTU inh 2 and Anthrax LF prot -2.
For Cn1c2ccccc2c(=O)c2cc(C#CC3(O)CCCCC3)ccc21 the results were BoNT-A LC inh2 0.4, Yp Topo-I inh 8, TcdB GH inh 1.5, 3CLpro inhibitor -6, SSB-PriA inh -3, PfHsp40 yeast 3.7, CCHF vOTU inh -26, DUSP3 inh 17, Anthrax LF prot -3 and BH1578 lux ind inactive.
CC(C)C[C@@H]1COc2cc(N3CCC[C@H]3CO)ccc2S(=O)(=O)N1 was read as BoNT-A LC inh2 0.2, TcdB GH inh -1.0, CCHF vOTU inh -2 and Anthrax LF prot -3.
For COc1ccc(Cc2nc3ccc(C(=O)NC4CCOC4)cc3o2)cc1OC (stereo unspecified) the results were BoNT-A LC inh2 -0.7, Yp Topo-I inh 12, TcdB GH inh 0.2, CCHF vOTU inh 2, Anthrax LF prot 5 and BH1578 lux ind -0.5.
Cc1cc(NCc2ccccn2)n2nc(C)c(-c3ccccc3)c2n1 was read as BoNT-A LC inh2 0.0, Yp Topo-I inh 1, TcdB GH inh 0.4, 3CLpro inhibitor 8, SSB-PriA inh -18, PfHsp40 yeast -1.9, CCHF vOTU inh 6, DUSP3 inh 17, Anthrax LF prot -4 and BH1578 lux ind -0.4.
O=C(Nc1nc2cc3c(cc2s1)OCCO3)c1ccco1 was read as BoNT-A LC inh2 -6.5, Yp Topo-I inh -2, TcdB GH inh -0.1, 3CLpro inhibitor -4, SSB-PriA inh -7, PfHsp40 yeast 1.0, CCHF vOTU inh 23, DUSP3 inh 0, Anthrax LF prot 2 and BH1578 lux ind inactive.
For CCCc1cc(C(=O)N2CCC(N3CCC(C(=O)NC(C)C)CC3)CC2)n(C)n1 the results were BoNT-A LC inh2 0.2, Yp Topo-I inh -2, TcdB GH inh 0.6, 3CLpro inhibitor 0, SSB-PriA inh -14, PfHsp40 yeast -0.6, CCHF vOTU inh 6, DUSP3 inh 20, Anthrax LF prot 4 and BH1578 lux ind inactive.
`O=C(COC(=O)c1cccnc1Cl)c1cccc(Cl)c1` gave BoNT-A LC inh2 -0.6, Yp Topo-I inh -8, 3CLpro inhibitor -4, SSB-PriA inh -20, PfHsp40 yeast -0.4, CCHF vOTU inh -4, DUSP3 inh 27, Anthrax LF prot -2 and BH1578 lux ind -0.7.
For CNc1nc(OCCNC(=O)Nc2ccccc2)nc(N2CCOCC2)n1 the results were BoNT-A LC inh2 -0.6, Yp Topo-I inh -4, 3CLpro inhibitor 1, SSB-PriA inh -2, PfHsp40 yeast 0.2, CCHF vOTU inh 1, DUSP3 inh 19, Anthrax LF prot -1 and BH1578 lux ind -0.3.
`CCN(CCO)Cc1csc2ccc(Cl)cc12` gave BoNT-A LC inh2 0.0, Yp Topo-I inh 3, 3CLpro inhibitor 1, SSB-PriA inh -11, PfHsp40 yeast 0.1, CCHF vOTU inh -7, DUSP3 inh 7, Anthrax LF prot 1 and BH1578 lux ind -0.2.
Screening CCOc1ccccc1CN1CCNC(=O)C1CC(=O)NCc1cc(C)n(C)n1 (stereo unspecified) returned BoNT-A LC inh2 -0.3, Yp Topo-I inh 10, TcdB GH inh 1.2, 3CLpro inhibitor -2, SSB-PriA inh -12, PfHsp40 yeast -1.3, CCHF vOTU inh 6, DUSP3 inh -18, Anthrax LF prot -1 and BH1578 lux ind -3.4.
For CCOc1ccccc1C1SCC(=O)Nc2c1c(=O)[nH]n2C(CC)CC (stereo unspecified) the results were BoNT-A LC inh2 -0.2, Yp Topo-I inh 1, 3CLpro inhibitor -3, SSB-PriA inh -8, PfHsp40 yeast 0.7, CCHF vOTU inh 2, DUSP3 inh 7, Anthrax LF prot 0 and BH1578 lux ind inactive.

This is a subset; the hit share may differ from the screen's.
